Screening results (PubChem BioAssay)
MC4R antag cAMP: blocks human MC4R cAMP signaling; MC4R-expressing cells, MTII-stimulated cAMP, LANCE TR-FRET; actives 0.48% (n = 360,000); P32245; inhibition, % at 6.5 µM; AID 540295;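 active = inhibition above its plate's cutoff, the mean of tested wells on that plate plus 3 SD, cut at about 29% in these data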;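 also: 0% = Melanotan II alone and 100% = Melanotan II plus saturating MCL0020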
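Material – human MC4R-expressing U2OS cells · Repeats – no replicates · Detection – TR-FRET with Eu-cAMP and labeled anti-cAMP, 671 nm · Times – compound 30 min, challenge 1 h, detection 1 h · Compound – single nominal compound dose of 6.5 µM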
ABHD5 PLIN5 PPI: blocks binding of human ABHD5 to perilipin-5; Split G. princeps luciferase complementation, luminescence, 4 h; Q00G26+Q8WTS1; actives 0.78% (n = 360,000); inhibition, % at 4 µM; AID 602281;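 active = inhibition above the mean inhibition across every tested compound plus 3 SD, cut at about 22% in these data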;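 also: 0% = DMSO only wells and the 100% control is not disclosed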
m5-HT2A agonist: activates the mouse 5-HT2A serotonin receptor | P35363 | CHO-K1 mHTR2A beta-arrestin complementation, luminescence; percent of 30 µM serotonin response | activation, % at 7.6 µM | actives 0.66% (n = 360,000);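 active = activation above a run cutoff, the mean activation of all tested compounds plus 3 SD, cut at about 14% in these data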;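 also: 0% = plate median of compound wells and 100% = 30 µM serotonin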
N-glyco inh: N-linked glycosylation inhibition; D54 ERlucT glycosylation luciferase reporter, 24 h; percent of 100 nM tunicamycin response; reporter increase, % at 12.5 µM; actives 0.23% (n = 360,000); AID 588692;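 active = mean luciferase reporter signal, scaled so untreated is 0 and the glycosylation-blocking control 100, at or above a set limit in every replicate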;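 also: luciferase carries N-glycosylation sites so blocking glycosylation raises the light; 0% = median of neutral control wells and 100% = median of 100 nM tunicamycin wells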
H9c2 protect: protects H9c2 cardiomyocytes from peroxide injury; actives 0.63% (n = 360,000); H2O2 injury protection, ATPLite, 2 h; protection from H2O2 cell death, % at 20 µM; AID 588492;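 active = compounds giving at least 50% protection of heart cells from peroxide-induced death in the single-dose screen, raw or plate-pattern-corrected value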;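 also: 0% = DMSO wells with peroxide and 100% = DMSO wells without peroxide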
MC4R barr agon: human MC4R agonism via beta-arrestin; U2OS MC4R beta-arrestin complementation, luminescence; percent of melanotan II response, DMSO zero; actives 0.98% (n = 360,000); activation, % at 8.9 µM; P32245;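 active = activation above a per-plate cutoff, the mean activation of sample wells on that plate plus 3 SD, cut at about 8% in these data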
Granule exo inh: blocks lytic granule exocytosis | inhibition, % at 10 µM | actives 0.66% (n = 360,000) | AID 651702 | TALL-104 LAMP-1 surface exposure, flow cytometry; cells stimulated with thapsigargin and PMA;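 active = inhibition above about 55%, limit read from the data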
CaV13 ICDI inh: Primary screen for inhibitors of IQ motif and Ca2+-dependent inactivation inhibitor domain binding in CACNA1D, Förster resonance energy transfer in living cells, …. AID 743397. actives 0.098% (n = 340,000). HEK cells, CFP/YFP FRET ICDI-IQ, plate reader, 10 min; percent FRET-ratio fall versus neutral wells. inhibition, % at 12.3 µM;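 active = mean replicate inhibition of at least 30% and at least 1% of replicates passing that level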;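 also: 0% = median of the neutral control wells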
ABCB6 inh MLPCN: inhibitors of human ABC transporter ABCB6; Q9NP58; K562-ABCB6 porphyrin accumulation, flow cytometry, 1 h; stronger effect = lower value; fluorescence ratio to DMSO, % at 10 µM; actives 0.19% (n = 360,000);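 active = fluorescence ratio to DMSO below 75%, the collection mean minus 3 SD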;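 also: signal is porphyrin accumulated inside mitochondria; 100% equals median channel fluorescence of DMSO control wells; lower ratio means ABCB6 inhibition with less porphyrin fluorescence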
Target sequence (Q9NP58 whole entry, looked up): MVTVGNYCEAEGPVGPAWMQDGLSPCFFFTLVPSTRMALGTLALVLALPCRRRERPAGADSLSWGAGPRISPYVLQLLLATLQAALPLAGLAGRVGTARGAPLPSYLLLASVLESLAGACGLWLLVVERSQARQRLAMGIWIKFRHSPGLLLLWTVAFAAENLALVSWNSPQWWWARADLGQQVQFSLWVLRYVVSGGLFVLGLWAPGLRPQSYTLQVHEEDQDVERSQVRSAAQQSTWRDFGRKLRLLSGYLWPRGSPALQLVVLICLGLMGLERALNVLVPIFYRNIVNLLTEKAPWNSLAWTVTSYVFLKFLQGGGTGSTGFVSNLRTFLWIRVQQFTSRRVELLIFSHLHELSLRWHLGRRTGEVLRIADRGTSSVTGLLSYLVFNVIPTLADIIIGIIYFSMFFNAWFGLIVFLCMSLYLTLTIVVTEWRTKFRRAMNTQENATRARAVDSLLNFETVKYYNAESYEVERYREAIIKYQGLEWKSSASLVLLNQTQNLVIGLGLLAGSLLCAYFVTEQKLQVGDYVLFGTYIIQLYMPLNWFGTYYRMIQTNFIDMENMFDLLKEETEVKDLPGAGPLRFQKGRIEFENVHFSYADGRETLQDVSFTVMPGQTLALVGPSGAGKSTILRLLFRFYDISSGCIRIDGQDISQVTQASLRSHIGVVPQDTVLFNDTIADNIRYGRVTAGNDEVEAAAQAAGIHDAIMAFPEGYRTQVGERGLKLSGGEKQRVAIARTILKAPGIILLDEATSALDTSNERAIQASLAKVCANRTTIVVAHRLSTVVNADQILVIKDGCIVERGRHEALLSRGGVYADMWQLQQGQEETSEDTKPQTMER
PDI turbidity: inhibitors of human protein disulfide isomerase; P07237; PDI insulin aggregation turbidity, A650, 90 min; inhibition, % at 10 µM; actives 0.052% (n = 350,000);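 active = mean inhibition across replicates of 30% or more, whatever share of single replicates reach that level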;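 also: absorbance from insulin aggregation driven by PDI reduction with DTT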
Active calls of the source: *; nt = not tested or not shown. Not a hit list; about 4.2% have a hit in one of these screens.

SMILES | MC4R antag cAMP | ABHD5 PLIN5 PPI | m5-HT2A agonist | N-glyco inh | H9c2 protect | MC4R barr agon | Granule exo inh | CaV13 ICDI inh | ABCB6 inh MLPCN | PDI turbidity
O=C(Nc1cccnc1)c1ccc([N+](=O)[O-])s1 | 13 | -5 | 3 | 0 | -15 | 1.1 | 2 | -5 | 101 | 19
COC(=O)/C(C#N)=C/c1c(N2CCN(c3ccc(OC)cc3)CC2)nc2c(C)cccn2c1=O | 3 | -5 | 3 | 1 | 15 | 0.1 | 6 | -18 | 88 | -8
CC(=O)c1ccc2c(c1)Cc1cc(C(C)=O)ccc1-2 | -5 | 0 | 3 | -1 | -7 | 14* | -1 | -3 | 102 | 4
O=C(CSc1nnc(SCc2cccc3ccccc23)s1)Nc1ccc(C(=O)O)cc1 | 1 | -9 | -4 | 1 | -3 | -2.3 | 1 | -7 | 95 | 9
Cc1ccc(C(=O)C(C)OC(=O)CN2C(=O)NC3(CCCC3)C2=O)cc1 (centres undefined) | 6 | 7 | 7 | 2 | 9 | -3.7 | 0 | -5 | 101 | 4
CCOc1ccc(CSc2nc(C)cc(COC)c2C#N)cc1OCC | -16 | 4 | 10 | -5 | -12 | 1.7 | -4 | -21 | 96 | 3
Cc1ccc(C(=O)c2ccccc2C(=O)OCC(=O)N2C(C)CCCC2C)cc1 (centres undefined) | -6 | 1 | 0 | 1 | -12 | -2.5 | 2 | -2 | 95 | 9
Cc1cc(C)n2nc(SCN3C(=O)c4ccccc4C3=O)nc2n1 | 5 | 0 | 4 | -1 | -4 | -2.0 | -1 | -7 | 104 | -5
COc1ccc(C(=O)NNC(=O)c2ccc(C)cc2)cc1S(=O)(=O)N1CCCC1 | 6 | 0 | -4 | 2 | -8 | -1.8 | -2 | -3 | 97 | 0
OCC1(Cc2cccc(F)c2)CCN(Cc2cccc3nccnc23)CC1 | 11 | 0 | 1 | -2 | 12 | -1.9 | 4 | -3 | 98 | 0
CN(C)c1ccc(/C=C(\NC(=O)c2ccccc2)C(=O)NCc2ccncc2)cc1 | -3 | 4 | -1 | 1 | -3 | -0.5 | 3 | -3 | 101 | -8
CC(=O)N(CCCCl)C(C#N)c1ccccc1 (centres undefined) | 8 | 4 | 0 | 1 | 0 | -3.0 | 0 | -3 | 106 | -6
Cc1ccc(N=Cc2c(O)c3ccccc3oc2=O)cc1F | 2 | 1 | 2 | 2 | -6 | -1.0 | -1 | -20 | 97 | -7
COC(=O)c1ccc(COC(=O)c2ccc(SC)cc2OC)cc1 | 5 | -2 | -1 | 0 | -2 | -1.2 | -2 | -4 | 91 | 13
N#Cc1cc2cc3c(cc2nc1SCC(=O)N1CCCC1)OCCO3 | 3 | -3 | 2 | 2 | 22 | -0.5 | 18 | nt | 96 | -1
Cc1cc(N=Cc2cc(Br)ccc2O)no1 | 10 | 1 | 4 | -2 | 57* | -3.0 | 7 | -8 | 91 | -5
S=c1[nH]nc(Cc2cccc3ccccc23)o1 | 8 | -8 | -3 | 0 | 4 | -2.2 | -2 | -4 | 105 | -2
CCOC(=O)c1[nH]ncc1CN1CCCC(C(=O)c2ccc(SC)cc2)C1 (centres undefined) | 9 | 7 | 1 | -2 | -5 | 0.2 | -1 | -5 | 92 | -8
S=c1[nH]nc(C2CC2)n1Cc1ccccc1 | -2 | 1 | 0 | 3 | -5 | 1.6 | 0 | -5 | 91 | 2
COc1ccc(CN2Cc3cccc4c3[C@@H](CC2=O)[C@H](O)[C@H](O)C4)cc1 | 15 | 7 | 7 | 1 | 1 | -0.5 | 0 | -13 | 104 | -8
Cc1ccc(C)c(N2CCN(C(=O)C3CCCN(S(=O)(=O)c4c(C)[nH]c(=O)[nH]c4=O)C3)CC2)c1 (centres undefined) | 8 | 0 | -3 | 1 | 6 | -1.2 | 0 | nt | 96 | -12
COc1ccc(Cl)cc1N1CCN(CCNC(=O)Nc2ccccc2C)CC1 | -2 | 20 | -7 | -1 | 0 | 1.2 | 6 | 0 | 93 | 1
CCCc1[nH]nc2c1C(c1ccc(OC(=O)c3ccco3)cc1)C(C#N)=C(N)O2 (centres undefined) | -8 | -10 | 0 | 4 | 5 | -3.1 | -3 | -4 | 86 | 8
CCCCCCn1c(CN2CCN(C)CC2)nc2c1c(=O)n(C)c(=O)n2C | 3 | 11 | 8 | 2 | 7 | -0.9 | 1 | -6 | 94 | nt
COc1ccccc1OCC(=O)Nc1ccc(S(=O)(=O)Nc2nccs2)cc1 | 8 | -4 | -8 | 3 | 0 | -2.2 | 8 | -2 | 93 | 1
CC(C)CCOc1ccc(C(=O)N2CCN(c3ncccn3)CC2)cc1 | -6 | 3 | -2 | 1 | 1 | -0.6 | -18 | -20 | 99 | 3
Cc1cc(NC(=O)Cc2cccs2)nn1CC(=O)NCc1ccco1 | 19 | 9 | 5 | 1 | 6 | -2.0 | -1 | -2 | 90 | 0
CC(C)Cn1c2c(c(O)c(C(=O)Nc3nccs3)c1=O)CCCC2 | 0 | -3 | 1 | -2 | 3 | 2.4 | 0 | nt | 96 | 0
COc1ccc(-c2c(C(=O)c3ccccc3)[nH]c(N)c2C(=O)c2ccc(Br)cc2)cc1OC | nt | -1 | -18 | nt | nt | nt | -3 | -6 | 98 | nt
CC(C)C[C@H](NC(=O)NC1CCCc2ccccc21)C(=O)O (some centres undefined) | 12 | -2 | 0 | 2 | 3 | 0.6 | 3 | -3 | 89 | 3
CCOC(=O)c1c2c3c(cccc3n(C)c1=O)C(=O)c1ccccc1-2 | -15 | 12 | -1 | 7 | 75* | 0.5 | -2 | -64 | 128 | 1
COc1ccc(CC(=O)NCCC2=CCCCC2)cc1 | 8 | 2 | 0 | -1 | 0 | -1.0 | 7 | -7 | 103 | 6
CC(OC(=O)Cn1cnc2c1c(=O)n(C)c(=O)n2C)C(=O)NCc1ccccc1 (centres undefined) | 27 | 10 | 0 | 4 | -1 | 0.0 | -8 | -6 | 102 | -11
Cc1cccc(CCNC(=O)CN(C)S(=O)(=O)c2cnc[nH]2)c1 | 8 | -1 | 1 | 1 | -11 | -0.1 | -1 | -5 | 104 | -3
CCOc1cc(N2CCOCC2)c(OCC)cc1NC(=O)COC(=O)CCc1c[nH]c2ccccc12 | 8 | 0 | -4 | 1 | 8 | 1.1 | -3 | -6 | 108 | 2
Brc1ccccc1-c1nnc(COc2cccc3cccnc23)o1 | 3 | 6 | -4 | 0 | 16 | 0.1 | -2 | nt | 110 | 7
Cc1ccc(C(=O)c2c3ccccc3[n+]([O-])n2[C@@H](C)C(N)=O)cc1 | -5 | 17 | 10 | 1 | 6 | -2.2 | -3 | -5 | 100 | 0
COc1ccc(C(=O)Nc2cc3c(cc2OC)CCCC3)cc1Br | 1 | 3 | -4 | -1 | -8 | -1.9 | -2 | 0 | 91 | 4
CC1(O)CC(C)(C)C(C#N)C(=O)N1 (centres undefined) | -4 | 4 | -1 | 0 | 8 | 0.4 | 0 | -6 | 99 | 16
COc1cc(N2C(=O)C=CC2=O)c(OC)cc1Cl | -4 | 39* | -4 | 0 | -16 | -1.6 | -2 | -18 | 100 | 3
Cc1nn(-c2ccccc2Cl)c(Cl)c1/C=N/Nc1cccc(C(=O)O)c1 | -19 | -1 | 8 | -7 | -14 | -2.4 | 3 | -4 | 95 | -5
COc1ccc(C(NC(C)=O)c2cc(Cl)c3cccnc3c2O)cc1 (centres undefined) | 6 | 6 | -19 | -6 | 38 | -0.1 | -7 | -5 | 102 | -6
COc1ccc(N2CC(C)Cn3c2nc2c3c(=O)[nH]c(=O)n2C)cc1 (centres undefined) | 5 | -2 | 1 | 6 | 3 | -1.2 | -1 | -7 | 101 | -6
CN(C)S(=O)(=O)c1cccc(NC(=O)c2n[nH]c(=O)c3ccccc23)c1 | -1 | 0 | -6 | -1 | 3 | -2.4 | 8 | -1 | 95 | -1
Cc1nn2c(-c3cccnc3)ccnc2c1-c1ccccc1 | 17 | -2 | 11 | -3 | 4 | -0.2 | 2 | -4 | 102 | 8
COc1cc(C)c(C(C)C)cc1S(=O)(=O)n1cnc(C)c1 | -27 | 0 | -12 | 21 | -2 | -0.9 | -4 | -5 | 87 | -6
COc1cccc(N2C(=NC(=O)COc3ccccc3)SC3CS(=O)(=O)CC32)c1 (centres undefined) | 9 | 0 | -1 | 2 | -4 | -0.8 | -6 | -4 | 97 | -2
CCOC(=O)c1cccc(C(=O)Nc2nc3ccc(OC)cc3s2)n1 | 1 | 0 | -4 | -9 | -19 | -2.2 | 1 | -5 | 91 | -3
CC(C)Oc1ccc(C(CC(=O)N2CCOCC2)C(C)C)cc1 (centres undefined) | 8 | 5 | 14 | 1 | -4 | -0.7 | -2 | -19 | 96 | 10
c1cnc2ccc3ncccc3c2c1 | 11 | 0 | -2 | 4 | 7 | -0.3 | -7 | -5 | 98 | 0

Structural class, the entries above containing an NH in an aromatic ring.
SMILES | MC4R antag cAMP | ABHD5 PLIN5 PPI | m5-HT2A agonist | N-glyco inh | H9c2 protect | MC4R barr agon | Granule exo inh | CaV13 ICDI inh | ABCB6 inh MLPCN | PDI turbidity
S=c1[nH]nc(Cc2cccc3ccccc23)o1 | 8 | -8 | -3 | 0 | 4 | -2.2 | -2 | -4 | 105 | -2
CCOC(=O)c1[nH]ncc1CN1CCCC(C(=O)c2ccc(SC)cc2)C1 (centres undefined) | 9 | 7 | 1 | -2 | -5 | 0.2 | -1 | -5 | 92 | -8
S=c1[nH]nc(C2CC2)n1Cc1ccccc1 | -2 | 1 | 0 | 3 | -5 | 1.6 | 0 | -5 | 91 | 2
Cc1ccc(C)c(N2CCN(C(=O)C3CCCN(S(=O)(=O)c4c(C)[nH]c(=O)[nH]c4=O)C3)CC2)c1 (centres undefined) | 8 | 0 | -3 | 1 | 6 | -1.2 | 0 | nt | 96 | -12
CCCc1[nH]nc2c1C(c1ccc(OC(=O)c3ccco3)cc1)C(C#N)=C(N)O2 (centres undefined) | -8 | -10 | 0 | 4 | 5 | -3.1 | -3 | -4 | 86 | 8
COc1ccc(-c2c(C(=O)c3ccccc3)[nH]c(N)c2C(=O)c2ccc(Br)cc2)cc1OC | nt | -1 | -18 | nt | nt | nt | -3 | -6 | 98 | nt
Cc1cccc(CCNC(=O)CN(C)S(=O)(=O)c2cnc[nH]2)c1 | 8 | -1 | 1 | 1 | -11 | -0.1 | -1 | -5 | 104 | -3
CCOc1cc(N2CCOCC2)c(OCC)cc1NC(=O)COC(=O)CCc1c[nH]c2ccccc12 | 8 | 0 | -4 | 1 | 8 | 1.1 | -3 | -6 | 108 | 2
COc1ccc(N2CC(C)Cn3c2nc2c3c(=O)[nH]c(=O)n2C)cc1 (centres undefined) | 5 | -2 | 1 | 6 | 3 | -1.2 | -1 | -7 | 101 | -6
CN(C)S(=O)(=O)c1cccc(NC(=O)c2n[nH]c(=O)c3ccccc23)c1 | -1 | 0 | -6 | -1 | 3 | -2.4 | 8 | -1 | 95 | -1
